Source: PubChem (Vanderbilt High Throughput Screening Facility)
Cav32 inh: blocks human Cav3.2 T-type calcium channel. O95180. Cav3.2-expressing cells, Fluo-4 calcium fluorescence FDSS; active compounds read low. B-score at 10 µM. 100,000 compounds, 4% hits. AID 449739;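 active = single-dose well whose peak fluorescence ratio is a statistical outlier from its plate by either plate-standardised score or position-corrected B-score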
* hit, by the source's call.

item | molecule | Cav32 inh
1 | O=C1CCC(C(=O)N(c2ccccc2)C2(C(=O)NC3CCCCC3)CCCCC2)N1 (stereo unspecified) | 0.5
2 | CC(C)(C)NC(=O)C(c1ccc(F)cc1)N(Cc1ccco1)C(=O)Cn1nnc(-c2cccs2)n1 (stereo unspecified) | -0.16
3 | CCOc1ccccc1NC(=O)CN(c1ccc(OC)cc1)S(=O)(=O)c1c(C)noc1C | -3.8
4 | CC(C)CC1NC(=O)N(CC(=O)N2CCN(S(=O)(=O)c3ccc4ccccc4c3)CC2)C1=O (stereo unspecified) | 0.12
5 | CC(C)COC(=O)c1ccc2c(c1O)C(=O)c1ccccc1C2=O | 0.33
6 | CCOC(=O)C(NC(C)=O)(Nc1ccc(S(=O)(=O)Nc2nccs2)cc1)C(F)(F)F (stereo unspecified) | 0.39
7 | COc1ccc(C(=O)NCCSCc2ccc(C)cc2)cc1 | -5.6*
8 | Cc1nc(=O)c(-c2ccccc2)c(C)n1Cc1ccccc1 | 0.37
9 | C=CCNc1nc(Nc2ccc(OC)cc2OC)nc(OCC)n1 | -0.64
10 | COc1ccc(Br)cc1/C=N/NC(=O)c1ccc(COc2ccc3c(c2)CCC3)o1 | -1.5
11 | Cn1c(N)c(C(=O)Nc2ccccc2)c(=O)[nH]c1=O | -0.046
12 | CCOC(=O)CN1C(=O)N[C@@H](c2cccc(F)c2)C(C(C)=O)=C1C | -1.9
13 | CCOC(=O)N1CCC(NC(=O)c2cc(C(=O)NCC(OC)OC)ccc2CO)CC1 | 0.25
14 | Cc1cc2nc(C3CCCN(C(=S)Nc4ccccc4C)C3)[nH]c2cc1C (stereo unspecified) | 2.1
15 | O=C(c1cc(S(=O)(=O)N2CCOCC2)ccc1F)N1CCN(Cc2ccccc2)CC1 | 1.2
16 | Cc1ccc(NC(=O)c2ccc(OC(=O)c3ccco3)cc2)cc1 | 0.17
17 | Cc1nn(Cc2ccc(F)cc2)c(C)c1NC(=O)c1cnn2c1NC(c1ccccc1)CC2C(F)(F)F (stereo unspecified) | -0.84
18 | CC(=O)c1ccc(NC(=O)N[C@@H](Cc2ccccc2)C(=O)O)cc1 | 0.075
19 | COc1ccc(C2/C=C\CN(C(=O)Nc3ccccc3)CC(=O)N2Cc2ccc(F)cc2)cc1 (stereo unspecified) | -0.1
20 | O=C(O)CCc1ccc(-c2cccs2)n1NC(=O)c1ccc(Cl)cc1 | -0.11
21 | Cc1ccc(SCCN2CCN(C)CCC2=O)cc1 | -0.43
22 | COc1ccc(-n2c(-c3cnccn3)n[nH]c2=S)cc1 | -0.059
23 | Cc1ccc(Cl)cc1N1CCN(C(=O)C2CCCN(S(=O)(=O)c3cnc[nH]3)C2)CC1 (stereo unspecified) | -0.93
24 | O=C(Nc1ccc(Cl)cc1)N1CCC(c2nc(-c3ccccc3Cl)no2)CC1 | -0.88
25 | Cc1ccc2nc(C)cc(NCCO)c2c1 | 0.073
26 | CNC(=O)COc1ccccc1C(=O)Nc1ccc2c(c1)oc1ccccc12 | 0.16
27 | Cc1ccc(S(=O)(=O)C/N=C(/NC(=S)N(c2ccccc2)c2ccccc2)c2ccccc2)cc1 | -2.8
28 | COC(=O)c1c(C(=O)OC)c2n(c1C)CCC2 | 0.74
29 | COc1cc(C2CC(=O)C=C(O)C2)cc(OC)c1OC (stereo unspecified) | -0.34
30 | CC1(C)OC(=O)N(Cc2ccco2)C1(C)O (stereo unspecified) | 0.44
31 | CC(C)CNC(=O)C1Nc2ccccc2C2C=CCC12 (stereo unspecified) | 0.36
32 | O=C(OCC#CCSc1nc2ccccc2o1)c1cc2ccccc2o1 | -0.29
33 | O=C(COc1ccccc1)N(Cc1cc2ccccc2[nH]c1=O)CC1CCCO1 (stereo unspecified) | 0.86
34 | CCC(C)[C@H](NC(=O)OC(C)(C)C)C(=O)N/N=C/c1ccc2nccnc2c1 (stereo partly specified) | 1.2
35 | O=C(CCNC(=O)Cn1cnc2ccccc2c1=O)NCCC1=CCCCC1 | -0.57
36 | Oc1ccc(Cl)cc1Nc1nc(NCC2CCCO2)c2ccccc2n1 (stereo unspecified) | -0.11
37 | Cc1cc(Cl)ccc1Oc1nc(-c2ccc(F)cc2)ccc1C#N | -1.2
38 | NC(=O)c1c[nH]c2ccccc12 | -0.76
39 | Cc1nn(C(=O)c2cccc([N+](=O)[O-])c2)c(C)c1Sc1ccccc1 | -0.93
40 | CCC/C(=N\NC(=O)c1csc(C)c1C)c1cccs1 | -1
41 | CCN(CC)S(=O)(=O)c1ccc(Cl)c(C(=O)N2CCc3ccccc32)c1 | -2.4
42 | CCN(CC)C(=O)CSc1nc2ccc(NC(=O)CSc3nnc(COc4ccccc4C)n3C)cc2s1 | 0.55
43 | COc1cccc(C(=O)N2CCN(C(=O)c3cccs3)CC2)c1OC | -0.52
44 | Cc1cc(C=O)c(C)n1-c1ccc(N2CCOCC2)cc1 | 1.1
45 | O=C1c2ccccc2C(=O)N1c1cccnc1 | 0.67
46 | COc1ccccc1CNC(=O)C1CCN(Cc2nc(-c3cccc(Cl)c3)oc2C)CC1 | -5.8*
47 | CCc1nc(N2CCN(Cc3ccc4c(c3)OCO4)CC2)c2oc3ccccc3c2n1 | 0.042
48 | CCOC(=O)c1sc(NC(=O)Nc2ccc(Cl)cc2)nc1C | 0.11
49 | COc1ccc(N(CCC#N)S(=O)(=O)c2ccc(Cl)cc2)cc1 | -0.57
50 | COc1ccc(C2=NOC(C(=O)NC(C)C)C2)cc1 (stereo unspecified) | 0.74

(next part)
item | molecule | Cav32 inh
51 | CCC(NC(=O)Nc1nnc(C(F)(F)F)s1)(C(F)(F)F)C(F)(F)F | -7.8*
52 | Cn1c(/N=C/c2cc(Cl)ccc2O)nc2ccccc21 | -4.8*
53 | CC(=O)Oc1ccc(C)cc1N1C(=O)c2ccc(C(=O)O)cc2C1=O | 0.62
54 | C=C(C)COc1ccc(-c2n[nH]c(C)c2-c2ccc(OC)cc2)c(O)c1 | 0.084
55 | CCOC(=O)CN1CC23C=CC(O2)C(C(=O)NC2CCCC2)C3C1=O (stereo unspecified) | 0.11
56 | O=C(COC(=O)c1cnccn1)c1ccc(OC(=O)c2ccccc2)cc1 | -0.3
57 | CCC(Sc1nc2c(cnn2-c2ccc(Cl)cc2)c(=O)[nH]1)C(=O)OC (stereo unspecified) | -0.28
58 | CCOC(=O)Cn1nnc2c(sc3nc4c(c(-c5ccc(Cl)cc5)c32)CCC4)c1=O | -2.3
59 | O=C(Cc1n[nH]c(=O)[nH]c1=O)N/N=C/c1ccccc1 | -0.42
60 | COc1ccc2cc(C(c3nnnn3CC3CCCO3)N3CCOCC3)c(=O)[nH]c2c1 (stereo unspecified) | 0.78
61 | C=CCc1cccc2cc(C(=O)N3CCN(C(=O)c4ccco4)CC3)c(=O)oc12 | 0.14
62 | Cc1ccc(C)c(NC(=O)CCN2CCOCC2)c1 | -0.96
63 | Cc1ccc(S(=O)(=O)CC2CSc3nc4ccccc4n32)cc1 (stereo unspecified) | -0.87
64 | Cc1cc(C)cc(NC(=O)Nc2ccc3c(c2)N(C)C(=O)CS3)c1 | 0.011
65 | CCOc1cc(S(=O)(=O)NCCc2cccc(C)c2)c(OCC)cc1-n1cnnn1 | -2.5
66 | O=C(CCNS(=O)(=O)c1ccccc1F)NCc1ccc2c(c1)OCO2 | 0.94
67 | O=C(NCCN1CCOCC1)c1cnn2c(-c3ccccc3)cc(-c3ccccc3)nc12 | -1.4
68 | O=C(NCCN1CCOCC1)c1ccc(=O)oc1 | 0.097
69 | O=C(c1ccc(NC2=NC3CS(=O)(=O)CC3S2)cc1)N1CCc2ccccc2C1 (stereo unspecified) | -0.024
70 | COc1ccc(-c2nc(NC(=O)CSc3nnc4ccccn34)ns2)cc1 | 0.82
71 | CCC(=O)c1ccc(OCC(O)CN2CCN(S(=O)(=O)N3CCCCC3)CC2)cc1 (stereo unspecified) | 1.2
72 | COc1cccc(-n2c(Cc3cc(=O)[nH]c(=O)[nH]3)nnc2SCC(=O)Nc2ccccc2)c1 | 0.21
73 | CCc1cc2c(N[C@@H](C)C(=O)O)ncnc2s1 | -0.0053
74 | CCCCOc1ccc2ccccc2c1C=O | 0.72
75 | COc1ccccc1C1/C(=C(/O)c2ccc(OC(C)C)cc2)C(=O)C(=O)N1c1cc(C)on1 (stereo unspecified) | -0.53
76 | O=C(COC(=O)C12CC3CC(CC(O)(C3)C1)C2)Nc1ccccc1OC(F)F | 1
77 | C#CCOC(=O)c1csc2nnsc12 | -0.054
78 | CC1=C(C(N)=O)C(c2ccccc2F)NC(=O)N1 (stereo unspecified) | 0.14
79 | CCCn1nc2cc(C(=O)NCc3ccc(C)cc3)ccc2c1OC | -0.0089
80 | O=C(NC1CCCCC1)C(c1ccco1)N(C(=O)C(F)(F)F)C1CC1 (stereo unspecified) | 0.036
81 | O=C1CCCc2nc(N3CCc4ccccc43)ncc21 | -0.019
82 | Cc1ccc(CNC(=O)C(Cc2ccccc2)NS(=O)(=O)c2cccs2)cc1 (stereo unspecified) | -1.6
83 | CCOC(=O)c1nc(-c2ccc3c(c2)OCO3)[nH]c1C | 0.16
84 | COc1ccc(N(CC(=O)Nc2ccc(OC)c(Cl)c2)S(=O)(=O)c2c(C)noc2C)cc1 | 0.58
85 | CC(=O)Nc1ccc(C(=O)NC(CC(=O)O)c2ccc(Cl)cc2)cc1 (stereo unspecified) | 0.16
86 | [2H]c1c([2H])c([2H])c(-c2nc(N3CCCCCC3)sc2C(=O)c2ccccc2)c([2H])c1[2H] | -1.9
87 | Cc1ccc2c(c1)nnn2C1CCN(S(=O)(=O)c2ccc(C(=O)NC3CCCC3)cc2)CC1 | 0.75
88 | Cc1ccc(NC(=O)CCn2nc(C)cc2C)c(C)c1 | 0.53
89 | COc1ccccc1CN(Cc1cc2cc3c(cc2[nH]c1=O)OCCO3)Cc1nnnn1Cc1ccco1 | 0.085
90 | CCOC(=O)c1cc(=O)n2[nH]c(-c3ccc(C)cc3)cc2n1 | 1.5
91 | O=C(Nc1nc2nc(-c3ccccc3)cc(=O)n2[nH]1)c1ccccc1 | 0.65
92 | Cc1ccc(C)c2c3c([nH]c12)-c1nonc1CC3 | -1.6
93 | Cn1nnnc1SCc1cccc(CSc2nnnn2C)n1 | 0.21
94 | COc1ccc(N2CCN(C(=O)CSc3nnc(Cn4nnc5ccccc54)n3C)CC2)cc1 | 0.11
95 | Cc1onc(-c2ccccc2Cl)c1-c1nc(-c2ccncc2)no1 | -0.16
96 | O=C(O/N=C/c1cccc([N+](=O)[O-])c1)C1CC1 | 0.68
97 | CCn1c(C)nc2cc(-c3nnc(-c4c(-c5ccccc5)noc4C)o3)ccc21 | 1.6
98 | O=C(CSc1nnc(-c2ccc(Cl)cc2Cl)n1C1CCCCC1)N1CCCC1 | 1
99 | CCOC(=O)Cc1csc(NC(=O)CSc2nnnn2-c2ccc(C)cc2C)n1 | -2.8
100 | Cc1ccc(C(=O)Nc2cc3c(oc2=O)CCCC3=O)cc1 | 0.76

(cont.)
item | molecule | Cav32 inh
101 | C=CCCN(Cc1ccccc1)S(=O)(=O)c1ccccc1Br | 0.081
102 | O=C(Nc1ccc(Cc2ccncc2)cc1)c1ccc(S(=O)(=O)N2CCOCC2)cc1 | -0.42
103 | O=C(Nc1cccc(Cl)c1)N1CCSc2cc(Cl)ccc21 | -1.4
104 | C=CCNC(=S)Nc1ccc2nc(C)c(C)nc2c1 | 0.077
105 | Nc1ccc(Cl)cc1/C(=N/O)c1ccccc1 | -1.1
106 | CCOc1ccccc1C(=O)N1CCC(C(=O)c2ccc(F)cc2)CC1 | 0.72
107 | Cn1nc(C(C)(C)C)cc1C(=O)Nc1nc2c(s1)C(=O)CC(C)(C)C2 | 0.88
108 | Cc1c(C(=O)O)oc2ccc(S(=O)(=O)N3CCCCC3C(=O)O)cc12 (stereo unspecified) | -2.2
109 | O=C(c1cnc2sccn2c1=O)N1CCc2ccccc2C1 | 0.25
110 | O=C(Nc1ccccc1N1CCCC1)c1cccnc1 | 0.44
111 | CCOC(=O)c1[nH]c(C)c(C(=O)OCC(=O)N2CCc3ccccc32)c1C | 1.3
112 | CCO[C@@H]1OC(C(=O)O)=C[C@H](C2CCCCC2)[C@H]1CCCO | 1.8
113 | CCSC(C)CC1CC(=O)CC(=O)C1 (stereo unspecified) | -0.73
114 | CCOCc1nnc(NS(C)(=O)=O)s1 | -0.055
115 | CCOc1nc(NC2CCCCC2)nc(NC(C)(C)C)n1 | -5.3*
116 | C/C(=N\NC(=O)c1c(Cl)c(C)nn1C)c1ccc(NC(=O)COc2ccc(Cl)cc2C)cc1 | -0.4
117 | Clc1ccc(Cn2nnc(-c3ccc(N4CCOCC4)cc3)n2)cc1 | -0.55
118 | Cc1ccc(N(C(=O)C2CCC(=O)N2)C2(C(=O)NC3CCCCC3)CCCCC2)cc1 (stereo unspecified) | -0.1
119 | O=C(CCCOc1ccccc1)N1CCN(c2ccc(F)cc2)CC1 | -7.8*
120 | CCOC(=O)N1CCC(NC2CCCCCCC2)CC1 | 0.53
121 | O=C1C(C=NC2CC2)=C(O)c2ccccc21 | -2.7
122 | CCN(CC)c1ccc(C(NC(C)=O)NC(C)=O)cc1 | 0.095
123 | CC(C)Cn1c(SCC(=O)NCc2ccc(Cl)cc2)nnc1-c1cccc(S(=O)(=O)N2CCOCC2)c1 | -2.8
124 | CCCCCn1c(CN(C)Cc2ccccc2)nc2c1c(=O)n(C)c(=O)n2C | -2.9
125 | CCc1ccc2c(COn3nnc4ccc(S(=O)(=O)N(C)C)cc43)cc(=O)oc2c1 | -0.32
126 | COc1ccc(OC)c(-c2csc(N(Cc3ccco3)C(=O)c3cccs3)n2)c1 | -3.4
127 | Cn1c(SCC(=O)NCc2cccs2)nnc1-c1cccs1 | 0.9
128 | O=C(Nc1ccccc1)Nc1ccccc1C(=O)NCc1ccccc1 | -0.25
129 | O=C(O)C1=C[C@@H](c2ccccc2)C[C@@H](OCc2ccc(CO)cc2)O1 | -0.054

Some of the compounds tested; rates above refer to the full screens.
